RXFP1 agonist – qHTS Assay for Agonists of the Relaxin Receptor RXFP1; HEK293T-RXFP1 cAMP TR-FRET, 30 min; response scale: percent of porcine relaxin response, buffer zero; Potency, µM (titrated, usually from 57.5 µM), inactives show at the top dose activation, hits mostly activators; hit rate 0.3% among 370,000; active = well fitted activation curve with a large enough effect; inconclusive = small, poorly fitted or top-dose-only effect; also: potency is read from the fitted curve at half-maximal effect; % is scaled to controls: 0 for no effect and ±100 for the full control effect; nearly all actives have a fitted effect of over 60% in size; many of its hits are not listed in these tables
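cAMP rise read by TR-FRET after 30 min, 37C compound exposure (up to 58 uM) in RXFP1-transfected HEK293 cells with Ro 20174 present. EC50 from Hill-equation fits, with 29 nM porcine relaxin as 100% and buffer as basal.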
D2 PAM – HTS Assay for Positive Allosteric Modulators of the Human D2 Dopamine Receptor: Primary Screen for Potentiators | HEK293 T-REx D2, calcium flux, EC20 dopamine potentiation | hit rate 0.34% among 340,000 | potentiation, % at 10 µM | D(2) dopamine receptor (Homo sapiens), P14416 | AID 485347, 2010;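 active = potentiation over 3 SD above the plate norm, cut at about 30% in these data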; also: 0% is about no effect
Target sequence (P14416 whole entry, looked up): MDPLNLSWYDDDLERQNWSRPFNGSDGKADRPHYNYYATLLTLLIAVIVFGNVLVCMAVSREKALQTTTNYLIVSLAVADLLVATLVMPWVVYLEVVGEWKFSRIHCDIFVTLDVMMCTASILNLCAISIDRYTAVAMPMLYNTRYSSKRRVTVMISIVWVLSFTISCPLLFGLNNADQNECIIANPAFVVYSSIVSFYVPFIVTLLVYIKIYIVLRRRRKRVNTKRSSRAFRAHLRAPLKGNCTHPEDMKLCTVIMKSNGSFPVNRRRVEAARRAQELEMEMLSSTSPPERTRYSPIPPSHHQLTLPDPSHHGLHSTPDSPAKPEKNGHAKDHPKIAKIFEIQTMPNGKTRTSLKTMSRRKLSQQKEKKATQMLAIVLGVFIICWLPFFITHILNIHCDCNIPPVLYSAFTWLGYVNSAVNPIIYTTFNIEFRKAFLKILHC
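Using a no-wash calcium dye in inducible, force-coupled HEK293 Trex cells expressing D2, we tracked fluorescence each second for 180 s after compound, then for 180 s after EC20 dopamine to detect augmented signalling.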
TRHR enhancer – qHTS for Small Molecule Agonists and Allosteric Enhancers of Human TRH Receptor: Primary Screen for Enhancers | Thyrotropin-releasing hormone receptor (Homo sapiens), P34981 | TRHR cells, fluo-8 calcium fluorescence, EC20 TRH enhancement | enhancement, % at 2 µM | hit rate 0.66% among 360,000; in the data active = enhancement above about 30%; also: 0% is about no effect
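Enhancer read-out: after compound pinning and an initial kinetic agonist-mode read, an EC20 of TRH (10 nM final) was injected and fluo-8 calcium signal (Ex 480/Em 530) followed at 1 s/cycle for 100 cycles in TRHR-expressing cells.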
D2 agonist – HTS Assay for Allosteric Agonists of the Human D2 Dopamine Receptor: Primary Screen for Agonists; D(2) dopamine receptor (Homo sapiens), P14416; HEK293 T-REx D2 cells, calcium flux agonist mode; activation, % at 2 µM; hit rate 0.53% among 340,000; AID 485358, 2010;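 active = activation over 3 SD above normal in the single-dose calcium agonist read, cut at about 30% in these data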; also: 0% is about no effect
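Calcium-flux readout, 1 cycle/sec over 180 s following compound pin transfer, in inducible HEK293 Trex D2 cells (force-coupled); dopamine controls included. Positive calcium responses during this window marked compounds as potential agonists.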
D1 agonist – Allosteric Agonists of the Human D1 Dopamine Receptor: qHTS. HEK293 T-REx D1 cells, calcium flux, agonist mode. activation, % at 2 µM. hit rate 1% among 360,000. AID 504660, 2011; in the data active = activation above about 30%; also: 0% is about no effect
Target sequence (P21728 whole entry, looked up): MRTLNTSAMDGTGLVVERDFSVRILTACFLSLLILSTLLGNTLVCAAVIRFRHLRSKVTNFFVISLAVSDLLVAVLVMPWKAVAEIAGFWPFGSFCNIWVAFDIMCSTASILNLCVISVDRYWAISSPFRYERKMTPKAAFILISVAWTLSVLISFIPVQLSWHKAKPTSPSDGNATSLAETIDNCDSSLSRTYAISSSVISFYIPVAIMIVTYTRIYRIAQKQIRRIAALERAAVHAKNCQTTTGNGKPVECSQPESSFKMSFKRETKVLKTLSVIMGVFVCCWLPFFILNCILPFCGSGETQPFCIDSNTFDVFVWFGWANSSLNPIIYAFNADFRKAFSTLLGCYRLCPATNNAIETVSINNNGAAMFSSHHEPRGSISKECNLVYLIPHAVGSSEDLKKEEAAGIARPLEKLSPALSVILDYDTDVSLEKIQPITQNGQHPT
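Agonism was scored from calcium flux recorded over 180 s (1 read/s) after pintool compound addition, following a 10-cycle baseline. Cells were inducible force-coupled HEK293 TREx D1, plated overnight at 30 C and loaded with no-wash calcium dye.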
D2 antagonist – HTS Assay for Allosteric Antagonists of the Human D2 Dopamine Receptor: Primary Screen for Antagonists; D(2) dopamine receptor (Homo sapiens), P14416; HEK293 TREx D2 cells, calcium flux, dopamine EC80; inhibition, % at 10 µM; hit rate 2% among 340,000; AID 485344, 2010; in the data active = inhibition above about 30%; also: 0% is about no effect
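Read-out: kinetic calcium fluorescence (1 cycle/s) in inducible HEK293 T-REx D2 cells after an EC80 dopamine addition that followed 180 s compound preincubation. Loss of the dopamine response indicates antagonism.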
RXFP1 antagonist – qHTS Assay for Antagonists of the Relaxin Receptor RXFP1 | HEK293-RXFP1, relaxin-stimulated cAMP HTRF, 30 min; hits give low values | hit rate 0.59% among 350,000 | AID 1259400, 2018 | activity change, negative = inhibition, % at 57.5 µM;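 active = activity change of -60% or lower, but not beyond a set lower limit; inconclusive = change between -60% and -40%, or beyond the set limit; inactive = change above -40%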; also: % is scaled to controls: 0 for no effect and ±100 for the full control effect
D1 potentiator – Potentiators of Human D1 Dopamine Receptor: qHTS | D(1A) dopamine receptor (Homo sapiens), P21728 | HEK293 TREx D1 cells, calcium flux, dopamine EC20 potentiation | potentiation, % at 10 µM | hit rate 0.036% among 360,000 | AID 504651, 2011; in the data active = potentiation above about 30%; also: 0% is about no effect
D1 antag – Antagonist of Human D 1 Dopamine Receptor: qHTS; D(1A) dopamine receptor (Homo sapiens), P21728; HEK293 TREx D1 cells, calcium flux, dopamine EC80; hits give low values; activity change, negative = inhibition, % at 10 µM; hit rate 3.2% among 360,000; AID 504652, 2011; in the data active = activity change below about -30%; also: % is scaled to controls: 0 for no effect and ±100 for the full control effect
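Kinetic fluorescence of a calcium dye serves as the read-out. D1-expressing Hek293 Trex cells, induced overnight at 30 C, are exposed to compound for 180 s before an EC80 dopamine addition, then read 180 s further.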
An asterisk follows results filed as active; u = inconclusive; x = no result given; & = joins results of further samples. These rows are one share of the data; the hit share may differ from the screen's.

SMILES	RXFP1 agonist	D2 PAM	TRHR enhancer	D2 agonist	D1 agonist	D2 antagonist	RXFP1 antagonist	D1 potentiator	D1 antag
CNC(=O)c1c(NC(=O)c2cc(-c3cc(C)c(C)cc3O)n[nH]2)sc2c1CCCC2	0.0%	12	-3	-0.7	1	18	4	-2	-3
CN(C(=O)COC(=O)C1=COCCO1)c1c(N)n(Cc2ccccc2)c(=O)[nH]c1=O	-0.1%	8	-4	0.3	5	-9	4	-5	2
Cc1c(C(=O)OCC2CCCCC2)[nH]c2c1C(=O)CC(c1ccccc1Cl)C2 (configuration not stated)	1.3%	1	17	1.4	2	x	-7	6	-8
Cc1cc(=O)oc2n[nH]c(-c3ccccc3)c12	0.3%	-3	-5	0.4	0	4	x	-2	9
CCc1ccc(C2=NN(C(=O)CCC(=O)O)C(c3cccs3)C2)cc1 (configuration not stated)	0.8%	5	6	0.0	4	5	-6	-3	9
Cc1cc(C)c2cc(C(c3nnnn3CC3CCCO3)N3CCN4CCCC4C3)c(=O)[nH]c2c1 (configuration not stated)	2.0%	-6	0	1.1	1	-14	-28	-2	6
CC(NC(=O)Cc1ccc(F)cc1)c1ccc(F)cc1 (configuration not stated)	0.6%	-5	8	-0.5	2	9	8	3	1
O=C(CNC(=S)N(CCCN1CCOCC1)Cc1cccs1)NCCCN1CCOCC1	-0.7%	-2	-7	1.4	-1	-11	8	-2	10
Cc1ccc(NC(=O)COc2ccc3c(c2)CCC3)nc1	-0.7%	-6	8	-1.9	0	2	-5	-5	-5
O=C(OCCN1CCN(C2=NS(=O)(=O)c3ccccc32)CC1)c1ccccc1F	9.3%	17	11	0.1	2	2	1	-1	-32*
CCCS(=O)(=O)n1nc(-c2ccc(OC)cc2)cc1N	1.5%	-2	4	-0.2	2	8	x	x	-3
Cc1ccc(CNC(=O)C(C)n2nc(C)n3c(cc4sccc43)c2=O)cc1 (configuration not stated)	u	-4	-4	0.3	0	x	-10	-7	11
CCN(CC(=O)NCc1ccc(F)cc1)C(=O)c1cc2ccccc2o1	-4.4%	-3	-2	-0.5	0	-6	3	-1	12
COC(=O)Nc1ccc(S(=O)(=O)Nc2ccc(C(=O)O)cc2)cc1	2.0%	-2	2	0.6	3	17	-7	-3	1
CC1CCCN(CC(O)COCc2ccc3c(c2)OCO3)C1 (configuration not stated)	-1.3%	-7	0	7.0	3	14	-4	-2	-4
CCCCOC(=O)C1=C(C)Nc2ncnn2C1c1ccc(OC)c(OC)c1 (configuration not stated)	0.0%	4	4	-1.0	1	12	1	-1	14
CC(C)Cn1c(=O)c(C(=O)Nc2cnccn2)c(O)c2ccccc21	-0.9%	-8	-6	0.2	0	7	7	-8	-17
CC1(C)NC(C)(C)/C(=C\c2cccs2)C(=O)C1=O	1.9%	x	-3	x	0	x	u	-2	10
COc1ccc(NC(=O)C(=O)N/N=C/c2cc(C)n(-c3cccc(Cl)c3Cl)c2C)c(OC)c1	0.4%	16	-5	-0.6	0	7	12	-4	x
CC(=O)Nc1cccc(NC(=O)C2(c3cccs3)CCOCC2)c1	2.0%	-5	-3	1.2	-2	x	x	0	x

Single records, as listed above. Order of values: RXFP1 agonist	D2 PAM	TRHR enhancer	D2 agonist	D1 agonist	D2 antagonist	RXFP1 antagonist	D1 potentiator	D1 antag
Record of `CNC(=O)c1c(NC(=O)c2cc(-c3cc(C)c(C)cc3O)n[nH]2)sc2c1CCCC2` = 0.0%	12	-3	-0.7	1	18	4	-2	-3
Record of `Cc1ccc(NC(=O)COc2ccc3c(c2)CCC3)nc1` = -0.7%	-6	8	-1.9	0	2	-5	-5	-5
Record of `CN(C(=O)COC(=O)C1=COCCO1)c1c(N)n(Cc2ccccc2)c(=O)[nH]c1=O` = -0.1%	8	-4	0.3	5	-9	4	-5	2

Further records
SMILES	RXFP1 agonist	D2 PAM	TRHR enhancer	D2 agonist	D1 agonist	D2 antagonist	RXFP1 antagonist	D1 potentiator	D1 antag
COc1ccc(C2Nc3ccccc3-c3cc(C)nn32)cc1OC (configuration not stated)	-2.6%	-21	1	1.3	8	x	-18	0	-9
Cc1ccc([N+](=O)[O-])cc1NC(=O)Nc1cccc(F)c1	3.5%	x	-10	x	25	x	-2	-6	-51*
CCOC(=O)N1CCN(C(=O)CSc2ccc(-c3ccc(OC)cc3)nn2)CC1	0.3%	13	6	-0.5	0	-23	-1	-2	6
COc1cccc(CNc2cnc3ccccc3c2)c1O	3.4%	4	-1	1.4	16	-9	-1	-13	-26
NS(=O)(=O)c1ccc(CCNC(=O)CN2C(=O)COc3ccc(S(=O)(=O)N4CCCC4)cc32)cc1	1.8%	7	5	-0.3	1	3	-3	-4	2
CCOc1ccc(CCNC(=O)Cn2c(=O)oc3ccccc32)cc1OCC	-1.9%	7	17	0.3	-3	-6	-14	2	27
Cc1cccc(CCNC(=O)C2CCN(S(=O)(=O)c3c(C)noc3C)CC2)c1	0.7%	-1	6	-0.1	2	2	15	-2	-15
CCCN1CC23C=CC(O2)C(C(=O)O)C3C1=O (configuration not stated)	0.3%	6	-3	0.6	-3	48*	-8	-10	-3
COCCn1c(-c2ccc(Br)cc2)nc2oc3cc(OC)ccc3c(=O)c2c1=O	4.5%	15	-4	-2.7	0	6	3	0	-45*
Cc1noc(C)c1COc1cccc(C(=O)Nc2ccc(C#N)cc2)c1	-0.2%	-15	-12	-1.7	5	13	-5	-3	0
O=C(/C=C/c1ccc(Cl)cc1)NC(=S)Nc1ccc(NC(=O)c2ccco2)cc1	0.7%	-9	1	1.0	6	0	-8	-5	2
COc1ccc(C2=[N+]([O-])C(C)(C)C(c3ccccc3)=N2)cc1	1.5%	-3	5	-0.6	-2	8	1	1	7
COC(=O)c1ccccc1-n1c(CCC(=O)O)ccc1-c1ccccc1	0.8%&-0.4%	-11	-3&2	-0.6&-2.1	1&0	-11	-3&-11	-9&-2	-15&0
C=CCn1c(C(CCCC)CC(O)COCC(C)C)n[nH]c1=S (configuration not stated)	-0.3%	17	2	-0.6	2	9	-2	-1	0
CCc1ccc(Oc2nc([N+](=O)[O-])nn2C)cc1	-0.4%	x	9	x	1	x	15	-2	3
COc1ccc(CCCc2nnc(SCC(=O)Nc3ccc(F)cc3)o2)cc1C	5.6%	-4	3	-1.5	1	x	-4	-5	-50*
Cc1cc(C(=O)Cn2c(CO)nc3ccccc32)c(C)n1C	-0.4%	0	27	1.3	0	-14	6	-2	-1
CCCCn1c(N)c(N(CC(C)C)C(=O)CC2OC(=O)c3ccccc32)c(=O)[nH]c1=O (configuration not stated)	-0.1%	-1	10	0.2	2	0	4	-2	0
CC(=O)c1c(C)n([O-])c2ccc(C)cc2[n+]1=O	0.6%	8	-1	0.1	0	4	-6	-7	6
COc1cc(NC(=O)CSc2ccc(-c3sc(-c4ccccc4)nc3C)nn2)cc(OC)c1	1.5%	0	9	-0.1	9	x	-22	-4	19
CCC1CCCCN1C(=O)Cn1c(=O)n(CC2CCC(C(=O)NC)CC2)c(=O)c2sccc21 (configuration not stated)	1.1%	12	11	0.0	2	x	-2	-1	0
CC(=O)c1cccc(NC(=O)N2CCCC(C(=O)c3cc(F)ccc3F)C2)c1 (configuration not stated)	-1.2%	0	18	0.2	0	-18	-25	-3	-14
CCOC(=O)c1cc2nc(-c3ccco3)cc(C(F)(F)F)n2n1	2.6%	-5	-4	-0.6	0	29	-7	1	9
O=C(CCSCCC(=O)NCc1ccco1)NCc1ccco1	1.6%	15	-3	0.4	2	-15	-15	-1	-15
O=C(c1cc(-c2ccc(O)cc2)on1)N1CCCCCC1	0.6%	12	7	-2.3	4	7	-5	-3	3
Cc1cccc(NC(=O)c2ccc(COc3ccccc3[N+](=O)[O-])o2)n1	2.0%	-5	14	-1.1	2	7	-7	-5	-11
CCOc1ccc(-c2cc(C(=O)NCCCN3CCOCC3)c3ccccc3n2)cc1	6.7%	-14	1	0.6	1	13	-22	-6	2
COc1ccc(CNC(=O)Cn2nc(C)c3c(C)n(-c4ccccc4)nc3c2=O)cc1OC	1.3%	9	-6	-0.1	1	x	-9	-6	-4
CCOc1cccc(C(=O)N2CCC(c3nc4ccccc4s3)CC2)c1	1.2%	17	5	-0.4	0	x	-14	-2	-36*
COc1ccc(S(=O)(=O)N2CCC(C(=O)N[C@@H](C)C(=O)NCc3ccc(F)cc3)CC2)cc1	-3.1%	10	6	0.7	0	-1	-8	3	-35*
Cc1ccc(OCC(=O)n2nc(C)cc2C)c(C)c1	-0.1%	x	1	x	3	x	-1	0	12
CC(C)(C)c1ccc(S(=O)(=O)N2CCN(C(=O)c3cc(-c4ccc(Br)cc4)n[nH]3)CC2)cc1	2.4%	9	8	-3.1	3	x	-3	-2	3
CC(C)(C)Cc1nnc(NC(=O)CCC2CCCCC2)s1	2.9%	7	8	0.7	2	-1	7	1	-8
CCOC(=O)Cc1csc(NC(=O)c2ccc(S(=O)(=O)N3CCOCC3)cc2)n1	0.7%	-5	-2	1.4	7	-8	-7	-2	-11
COc1ccc(C2SCC(C(=O)O)N2C(C)=O)cc1OC (configuration not stated)	-1.4%	-2	7	1.0	3	-16	x	x	2
Cc1onc(-c2ccccc2Cl)c1C(=O)N1CCN(C(=O)c2ccco2)CC1	2.0%	3	-5	-0.4	2	0	-5	1	6
O=C1c2ccncc2C(=O)N1Cc1cccc(Cl)c1	-1.6%	x	12	x	7	x	-6	-2	-8
Nc1nc2ccc([N+](=O)[O-])cc2[nH]1	2.0%	2	3	-0.7	3	7	10	-5	10
CC(C)(C)c1cc(Br)c(O)c(N=Nc2ccc(S(=O)(=O)N3CCOCC3)cc2)c1	1.2%	-4	11	0.1	0	22	-14	11	1

Records above shown as hits in D2 antagonist:
Structure	RXFP1 agonist	D2 PAM	TRHR enhancer	D1 agonist	D2 antagonist	RXFP1 antagonist	D1 potentiator	D1 antag
CCCN1CC23C=CC(O2)C(C(=O)O)C3C1=O (configuration not stated)	0.3%	6	-3	-3	48*	-8	-10	-3

Assay outcomes as filed in PubChem BioAssay.
